Compound activity as filed in PubChem.
b-catenin transl – modulators of beta-catenin nuclear translocation; nuclear translocation activity, % at 5 µM; 190,000 compounds, 0.3% hits; HeLa beta-catenin nuclear translocation, immunofluorescence imaging;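 active = nuclear translocation activity above 50% at 5 µM, with a well cell count of 50 or more; inconclusive = wells under 50 cells across six images, flagged as toxic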;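 also: per-cell ratio of nuclear to cytoplasmic median beta-catenin stain intensity; plate controls were DMSO negative control for no effect and GSK-3 inhibitor IX positive control for full effect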
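assay system = human HeLa cells, endogenous beta-catenin | times = compound treatment 24 h, 37°C, 5% CO2 | detection = Anti-beta-catenin immunofluorescence on PFA-fixed, Triton-permeabilized cells, DAPI nuclei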
T cell modulator – T cell immune modulation candidate; 330,000 compounds, 0.068% hits; calls only at 7 µM; 2C CD8+ T cell-vesicle binding, flow cytometry; hits give low values;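 active = response, share of CD8 T cells binding vesicles, and their 90th percentile fluorescence all below set limits, cut at about 80% in these data, passing the limit was not always enough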
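Assay system: 2C TCR transgenic mouse naive CD8+ T cells, MACS-purified | Read-out: CD8+ gate FL2 mean fluorescence as % of same-row positive control | Signal: High-throughput flow cytometry with anti-B7-1 and anti-CD8 staining | Timing: Binding step 1.5 h, 37 °C, antibody labelling 20 min, ice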
WT yeast gro inh – growth inhibition of WT yeast, mitochondrial fusion screen; 190,000 compounds, 2.1% hits; inhibition, % at 10 µM; mitochondrial fusion phenotypic screen, WT strain; in the data active = inhibition above about 58%; tested in S. cerevisiae
M1AAP inhibition – malaria alanyl aminopeptidase activity blockers – biochemical, fluorogenic H-Leu-NHMec substrate, 1536-well (AID 1445); recombinant M1AAP, H-Leu-NHMec fluorogenic kinetic assay; higher % means a stronger effect; inhibition, % at 30 µM, or IC50 in µM where a hit was titrated; 220,000 compounds, 0.42% hits;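 active = primary inhibition above the hit cutoff, then over 50% inhibition at one or more dose response concentrations, cut at about 23% in these data, passing the limit was not always enough; inconclusive = conflicting primary data, or primary hits not chosen for dose response; inactive = low primary inhibition, or under 50% at every dose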;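 also: plate controls were DMSO full reaction for no effect and no enzyme background for full effect; strong numbers were not always called active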
MT stabilizer – microtubule stabilizers in HeLa cells; HeLa tubulin immunostaining HCS, 24 h; share of cells brighter than vehicle mean+2SD; 200,000 compounds, 0.83% hits; % tubulin-high responders, % at 10 µM; AID 2205;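 active = plate Z-score above 3 for both tubulin-high and condensed-nucleus cell shares, with cell loss under 80%, at 10 µM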;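 also: anti alpha tubulin signal scored within the nucleus-defined area of each cell; some results filed as inactive read as strong as hits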
Yfh1-off respiration – mitochondrial function rescue without frataxin homolog – Friedreich's ataxia, plus single-dose screen, dose response (AID 1465); S. cerevisiae Yfh1-off respiration, WST-1 reduction, 72 h; higher fold induction means a stronger effect; fold induction at 50 µM, or EC50 in µM where a hit was titrated; 220,000 compounds, 0.074% hits;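 active = fold induction of absorbance versus untreated yeast above a set limit, then at least 30% activation at any dose in follow-up; inconclusive = repeats straddling the limit, or above it without dose testing; inactive = fold induction below the set limit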;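 also: activators that raise dye reduction in frataxin-depleted yeast; strong numbers were not always called active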
Dynein transport – blocks dynein driven cargo transport along microtubules; 3617.4 mouse cells, GR-EGFP nuclear translocation imaging; test concentration mostly 20 µM; stimulated with dexamethasone, 1 µM; hits give low values; z-score, hits read low; 220,000 compounds, 0.47% hits;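 active = plate z-score of nuclear minus cytoplasmic receptor signal below a set negative limit, without overly bright fluorescence or cell loss, cut at about -3.5 in these data, passing the limit was not always enough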;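 also: z-score of nuclear minus cytoplasmic ring GR-EGFP intensity difference per well; some compounds called inactive have numbers as strong as hits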
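Buffer or medium – tet-free medium with charcoal-stripped serum · Signal – automated 10x imaging of fixed Hoechst-stained cells · Also added – dexamethasone agonist, 1.0 µM final, for 30 min · Incubation – induction 48 h, compound 1 h, agonist 30 min · Read-out – GR-EGFP nuclear translocation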
P. falciparum M17LAP – P. falciparum M17LAP inhibitors, primary screen, biochemical, fluorogenic H-Leu-NHMec substrate, 1536-well (AID 1619). one-dose inhibition, % at 30 µM; IC50 in µM for titrated hits. 220,000 compounds, 0.38% hits. recombinant M17LAP, H-Leu-NHMec fluorogenic kinetic assay; higher % means a stronger effect;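 active = compound inhibiting the enzyme by more than half at any dose during confirmatory dose-response retesting; inconclusive = strong single-dose inhibitors picked by rank but not retested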;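 also: plate controls were full reaction with DMSO carrier for no effect and no enzyme background for full effect; strong numbers were not always called active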
Autophagy mod – autophagy modulation, high-content screen | 190,000 compounds, 0.98% hits | calls only at 10 µM (by protocol) | MEF GFP-LC3 puncta imaging; test concentration mostly 10 µM;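 active = percentage of spot-positive cells more than 3 SD above its plate mean, without a fluorescence outlier flag or 80% toxicity; inconclusive = no clear call, values can overlap the other calls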;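 also: spot-positive cell cutoff set from DMSO-treated cells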
WT yeast gro inh mutant strain – further read-out of WT yeast gro inh, marked with its call; inhibition, %; mitochondrial fusion phenotypic screen, mutant strain inhibition
Dynein transport cytoplasmic EGFP – recorded beside Dynein transport, whose call it bears; z-score; measured here: cytoplasmic GR-EGFP intensity; hits give high values
Dynein transport nuclear GR-EGFP – further read-out of Dynein transport, marked with its call; z-score; measured here: nuclear GR-EGFP intensity;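 lower value marks the stronger effect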
Dynein transport cell count – also measured in Dynein transport; calls as there; z-score; measured here: cell count per field
b-catenin transl cell count 5 µM – recorded beside b-catenin transl, whose call it bears; cell count; measured here: cell count, cytotoxicity flag
T cell modulator vesicle-bound % – further read-out of T cell modulator, marked with its call; double positive events, %; measured here: CD8+ vesicle-bound cell fraction;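 binding gate set so that unloaded-vesicle control wells show 10% double positive cells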
MT stabilizer Hoechst-high % – second read-out of MT stabilizer, no call of its own (marks repeat the call); % Hoechst-high responders; measured here: nuclear condensation Hoechst responders;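 share of cells brighter than vehicle mean plus two SD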
MT stabilizer cytotoxicity % – second read-out of MT stabilizer, no call of its own (marks repeat the call); toxicity, %; measured here: cytotoxicity by cell density;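 0% = mean cell density of plate MIN control wells and 100% = no cells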
Autophagy mod cell loss 18 h – second read-out of Autophagy mod, no call of its own (marks repeat the call); toxicity, %; measured here: cell loss, nuclei count;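 cell loss after 18 h compound exposure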
An asterisk follows results filed as active; i = inactive; ? = inconclusive; . = not tested or not shown.

entry	Structure	b-catenin transl	b-catenin transl cell count 5 µM	T cell modulator	T cell modulator vesicle-bound %	WT yeast gro inh	WT yeast gro inh mutant strain	M1AAP inhibition	MT stabilizer	MT stabilizer Hoechst-high %	MT stabilizer cytotoxicity %	Yfh1-off respiration	Dynein transport	Dynein transport cytoplasmic EGFP	Dynein transport nuclear GR-EGFP	Dynein transport cell count	P. falciparum M17LAP	Autophagy mod	Autophagy mod cell loss 18 h
1	COC(=O)C1=C(C)N(c2ccc(OC)c(OC)c2)C(=O)C1	-2.6	967	i	6	-3	-4	4%	2.2	1.4	3.3	i	-0.76	-0.16	-0.057	0.7	-9%	i	-11
2	Nc1ccc(NS(=O)(=O)c2ccccc2)cc1	0.6	1090	i	40	-9	22	3%	2.0	2.4	6.2	i	-0.56	-0.26	-0.35	0.98	-10%	i	-8
3	NC(=O)C1CCN(C(=O)CSc2ccsc2[N+](=O)[O-])CC1	-4.4	1083	.	.	-2	16	4%	2.7	2.6	6.9	i	-0.45	-0.37	-0.22	0.95	-9%	i	7
4	COc1ccc(C(=O)NC(C)c2ccccc2)cc1Br (stereo unspecified)	-3.0	1030	i	52	-4	9	3%	8.1	2.2	1.8	i	-0.6	-0.32	0.25	0.69	-2%	i	19
5	O=C(Nc1c(C(=O)c2ccccc2)oc2ccccc12)c1cc(-c2ccccc2O)n[nH]1	-0.8	909	i	31	19	8	9%	3.6	6.6	2.1	i	-0.16	1.1	0.42	0.71	-5%	i	-28
6	CCOC(=O)C(=O)c1c(C)cc2ccccn12	-0.7	995	.	.	-20	11	6%	3.2	2.2	6.4	i	-0.56	-0.33	0.055	0.55	2%	i	-4
7	COc1ccc(/C=C/C(=O)OCC(=O)NCCC2=CCCCC2)cc1OC	0.4	1064	i	31	27	15	8%	3.0	1.8	3.6	i	-1.2	-0.29	-0.56	0.57	4%	i	6
8	C/C(=C\c1ccccc1)C(=O)N1CCN(c2cccc(C(F)(F)F)c2)CC1	-0.7	911	i	32	47	32	9%	1.8	1.0	6.3	i	-0.37	-0.22	-0.026	-0.78	6%	i	-8
9	O=C(NNS(=O)(=O)c1ccc(Cl)cc1)c1cc(-c2ccccc2)n[nH]1	-0.8	1318	i	34	.	.	?	.	.	.	i	-1.5	-0.13	-0.14	-0.042	28%	.	.
10	O=C(Cc1ccccc1Cl)Nc1cccnc1	0.0	1092	i	63	-2	8	-2%	1.9	3.8	8.2	i	0.72	-0.36	0.25	0.17	6%	i	37
11	Clc1ccccc1-c1nnc2sc(-c3ccc4c(c3)OCO4)nn12	2.3	1001	i	47	-10	-23	3%	7.9	2.7	2.3	i	0.15	-0.25	0.27	1.2	-8%	i	19
12	COCCOc1cc(-n2ccnc2SC)c(Cl)cc1Cl	-1.8	1082	i	38	11	9	2%	3.5	2.3	2.9	i	-0.49	-0.14	-0.43	-1.1	1%	i	6
13	CC1CN(C(=O)c2ccccc2Oc2ccccc2)CC(C)O1 (stereo unspecified)	0.4	1472	i	61	-3	-1	.	2.0	1.5	2.7	i	-0.15	-0.22	0.42	0.88	.	i	1
14	COc1ccc(/C=C2\SC(N3CCc4ccccc4C3)=NC2=O)cc1OC	0.8	982	i	12	50	7	14%	1.9	3.4	11	i	0.19	-0.033	0.65	-0.83	-2%	i	-7
15	COc1ccccc1C1=NOC(COC(=O)c2ccc3ccccc3n2)C1 (stereo unspecified)	0.3	1358	i	35	-4	2	-2%	2.6	1.9	6.0	i	0.07	-0.21	0.5	0.55	1%	i	-23

Part of the list above, reduced to Dynein transport.
entry	Structure	Dynein transport
13	CC1CN(C(=O)c2ccccc2Oc2ccccc2)CC(C)O1 (stereo unspecified)	-0.15
14	COc1ccc(/C=C2\SC(N3CCc4ccccc4C3)=NC2=O)cc1OC	0.19

(continued)
entry	Structure	b-catenin transl	b-catenin transl cell count 5 µM	T cell modulator	T cell modulator vesicle-bound %	WT yeast gro inh	WT yeast gro inh mutant strain	M1AAP inhibition	MT stabilizer	MT stabilizer Hoechst-high %	MT stabilizer cytotoxicity %	Yfh1-off respiration	Dynein transport	Dynein transport cytoplasmic EGFP	Dynein transport nuclear GR-EGFP	Dynein transport cell count	P. falciparum M17LAP	Autophagy mod	Autophagy mod cell loss 18 h
16	O=C(COC(=O)c1cc[n+]([O-])cc1)NCC12CC3CC(CC(C3)C1)C2	-3.8	1253	i	50	35	-9	1%	2.1	1.5	6.6	i	0.036	-0.081	0.37	-0.26	7%	i	4
17	COCCn1c(-c2ccc(Cl)cc2)nc2oc3cc(OC)ccc3c(=O)c2c1=O	-0.1	1256	i	19	.	.	6%	.	.	.	i	-0.042	-0.28	-0.32	0.66	3%	.	.
18	Cc1ccc2c(c1)NC(=O)C(CC(=O)NCCN(CC(C)C)CC(C)C)O2 (stereo unspecified)	-0.1	1115	i	49	-6	-7	9%	5.6	0.9	1.7	i	-1.4	-0.23	-0.67	0.37	7%	.	.
19	Cc1nnc(SCC(=O)NNC(=O)c2ccc(Br)cc2)n1C	-0.3	1619	i	42	1	13	0%	3.1	1.7	2.6	i	-1.2	-0.35	-0.59	1.3	2%	i	-3
20	Cc1cccc(C)c1NC(=O)CCCSc1nnc(-c2ccco2)n1-c1ccccc1	-4.2	971	i	40	17	14	-2%	2.9	1.7	17	i	0.63	-0.37	0.12	0.46	13%	i	-4
21	O=c1sc2ccccc2c(N2CCN(c3ccccc3)CC2)c1[N+](=O)[O-]	-4.2	1070	i	34	-14	3	-6%	3.4	1.6	9.0	i	0.13	-0.13	0.51	-0.19	0%	i	9
22	O=C(Nc1ccccn1)C1CCN(S(=O)(=O)c2cccc3nonc23)CC1	2.8	1215	i	47	12	6	5%	3.1	2.2	7.1	i	-0.85	-0.19	-0.26	0.73	10%	i	0
23	COc1cc(C)c(S(=O)(=O)n2ccc(C)n2)cc1C	.	.	i	30	-10	-2	4%	1.4	1.1	8.4	i	-0.13	-0.25	-0.021	0.76	0%	i	-6
24	CN(CC(=O)NCc1ccncc1)S(=O)(=O)c1ccc2ccccc2c1	0.2	1554	i	57	-7	-3	2%	1.9	2.8	7.3	i	-0.82	-0.2	-0.45	0.37	-10%	i	-7
25	Cc1cc(C)nc(SCC(=O)n2c3c(c4ccccc42)CCCC3)n1	0.2	535	i	44	3	-3	7%	1.7	1.6	4.4	i	-0.18	-0.26	-0.031	0.94	-3%	i	9
26	COCCn1c(SCC(=O)Nc2cc(C)cc(C)c2)nnc1C(C)C	1.1	770	i	38	-21	-7	1%	1.7	1.4	4.3	i	-0.6	-0.22	-0.19	0.64	0%	i	0
27	CCOC(=O)C1=C(C)NC(=O)NC1c1ccc(C)o1 (stereo unspecified)	.	.	i	19	0	-8	1%	3.0	2.1	5.7	i	-0.23	0.17	0.14	0.085	13%	i	10
28	COc1cc(C2=NC(CO)(CO)CO2)cc(OC)c1OC	-0.9	1079	i	30	-17	5	2%	2.1	2.5	5.3	i	0.79	-0.34	-0.22	-1.2	-3%	i	4
29	COc1ccccc1C(=O)N1CCN(Cc2nc(CC3CC3)no2)CC1	0.3	979	i	37	11	16	9%	3.0	1.3	1.8	i	1.1	-0.27	0.32	-0.19	-2%	i	20
30	COC(=O)c1cc(Cl)c(NC(=O)/C=C/c2ccc(Cl)cc2)cc1OC	-0.6	1056	i	24	-1	-7	8%	2.7	2.9	9.4	i	0.4	-0.22	-0.14	0.34	0%	i	14
31	O=C(Cn1c(C(F)(F)F)nc2ccccc21)c1ccc(Br)cc1	1.3	1285	i	27	-6	-21	6%	2.9	2.2	5.0	i	-0.17	-0.18	0.62	1.4	-1%	i	-7
32	CCc1cc(-c2n[nH]c(C)c2-c2nc3ccccc3s2)c(O)cc1OCC(=O)NN	0.3	1102	i	43	-9	-4	7%	8.2	1.3	14	i	-0.96	-0.12	-0.43	1.5	-2%	i	-2
33	CSc1nnc(-c2ccccc2)n1C	-3.6	1328	i	24	-14	-18	7%	0.8	1.8	6.7	i	0.27	-0.24	0.4	-0.81	9%	i	4

Record cards (already shown). Order of values: b-catenin transl | b-catenin transl cell count 5 µM | T cell modulator | T cell modulator vesicle-bound % | WT yeast gro inh | WT yeast gro inh mutant strain | M1AAP inhibition | MT stabilizer | MT stabilizer Hoechst-high % | MT stabilizer cytotoxicity % | Yfh1-off respiration | Dynein transport | Dynein transport cytoplasmic EGFP | Dynein transport nuclear GR-EGFP | Dynein transport cell count | P. falciparum M17LAP | Autophagy mod | Autophagy mod cell loss 18 h
COCCn1c(SCC(=O)Nc2cc(C)cc(C)c2)nnc1C(C)C is entered as 1.1 | 770 | i | 38 | -21 | -7 | 1% | 1.7 | 1.4 | 4.3 | i | -0.6 | -0.22 | -0.19 | 0.64 | 0% | i | 0
COc1cc(C)c(S(=O)(=O)n2ccc(C)n2)cc1C is entered as . | . | i | 30 | -10 | -2 | 4% | 1.4 | 1.1 | 8.4 | i | -0.13 | -0.25 | -0.021 | 0.76 | 0% | i | -6
